Source: PubChem
TDP2 absorb – TDP2 (human) inhibition, absorbance primary screen | actives 0.34% (n = 370,000) | inhibition, % at 12.8 µM | O95551 | recombinant TDP2, T5PNP hydrolysis, p-nitrophenol absorbance 415 nm | AID 720702;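 active means inhibition above the mean of all tested compounds plus 3 SD, set per campaign, cut at about 25% in these data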;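 further: 0% = DMSO with enzyme and 100% = buffer with substrate but no TDP2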
Target sequence (O95551 whole entry, looked up): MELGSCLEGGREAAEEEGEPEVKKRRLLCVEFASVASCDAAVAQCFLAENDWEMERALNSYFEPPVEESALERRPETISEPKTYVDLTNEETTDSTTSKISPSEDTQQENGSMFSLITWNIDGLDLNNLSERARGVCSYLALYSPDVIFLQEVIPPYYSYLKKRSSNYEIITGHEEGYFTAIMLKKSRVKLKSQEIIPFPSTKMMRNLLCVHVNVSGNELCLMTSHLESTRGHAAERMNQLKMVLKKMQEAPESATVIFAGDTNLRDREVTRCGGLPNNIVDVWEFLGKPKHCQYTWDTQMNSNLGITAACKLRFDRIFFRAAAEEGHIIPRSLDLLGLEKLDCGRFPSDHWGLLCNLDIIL
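Incubation: 2 h at 37 °C; Test system: recombinant human TDP2; Quantity: enzyme 120 nM; Read-out basis: percent inhibition; Medium: 50 mM Tris-HCl pH 7.5 with Mg2+, KCl, DTT, BSA; Repeats: single replicate; Compound: 12.8 µM single point, 1% DMSO; Signal: epi absorbance; Reagent: 5 mM T5PNP chromogenic substrate; Benchmarks: no-enzyme high, DMSO-plus-enzyme low.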
TCR-CD3 inh – blocks the human TCR-CD3 interaction. TAMRA-labeled TCR probe fluorescence, biochemical. inhibition, % at 9.4 µM. actives 0.37% (n = 360,000); in the data active means inhibition above about 19%;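 further: recombinant mutant TCR 2C K166C tagged with TAMRA read by polarization; 0% = receptor in buffer alone and 100% = receptor with positive control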
PG9 Ab binder – binds the HIV-1 gp120 antibody PG9; TR-FRET gp120-PG9 antibody binding; inhibition, % at 6.7 µM; actives 0.43% (n = 360,000); in the data active means inhibition above about 8.5%
rCAG binder – r(CAG) repeat RNA binding; TO-PRO-1 dye displacement fluorescence; actives 1.3% (n = 370,000); inhibition, % at 3 µM;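 active means inhibition above the plate cutoff, the mean of all test compounds on that plate plus 3 SD, cut at about 35% in these data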;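 further: 0% = DMSO alone and 100% = 100 µM mitoxantrone as full dye displacement; higher means more dye released from RNA so lower well fluorescence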
LEDGF integ inh – blocks HIV-1 LEDGF/p75-dependent DNA integration; TR-FRET IN-LEDGF/p75 DNA integration, Eu/Cy5; inhibition, % at 3.7 µM; actives 0.64% (n = 370,000);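 active means inhibition above the screen-wide mean plus 3 SD, cut at about 13% in these data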;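 further: signal is the Cy5 over europium emission ratio at 671 and 618 nm; 0% = plate median of compound wells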
SIAE primary – human SIAE inhibition, primary screen; SIAE FP-Rh probe binding, fluorescence polarization; inhibition, % at 9.66 µM; actives 0.69% (n = 370,000); AID 1053197;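 active means inhibition above a cutoff: mean of compounds within the control limits plus 3 SD of those, cut at about 17% in these data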;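 further: 0% = plate median of compound wells and 100% = probe without SIAE protein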
PRMT1 inh – inhibitors of human PRMT1 | Q99873 | recombinant PRMT1, activity-based probe fluorescence polarization | inhibition, % at 2.79 µM | actives 1.3% (n = 370,000) | AID 652257;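 active means inhibition above about 21% made by adding two undisclosed values, limit read from the data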
mABHD4 FP – inhibitors of mouse ABHD4. Q8VD66. purified mABHD4, FP-Rh probe fluorescence polarization. inhibition, % at 8.92 µM. actives 0.54% (n = 370,000);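 active means inhibition exceeding the mean over every tested compound plus 3 SD, cut at about 30% in these data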;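 further: 0% = plate median of compound wells and 100% = S159A mutant with DMSO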
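Assay system: wild-type mouse ABHD4 protein; compound: single nominal dose of 8.92 µM, 0.89% DMSO final; schedule: 45 min + 60 min at 25 °C; measured by: FP readout, ex 525 nm / em 598 nm; evaluation: % inhibition of FP-Rh probe binding versus controls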
Rev-erbA mod – modulators of human Rev-erb alpha DNA binding. Rev-erbα–FITC-DNA binding, fluorescence polarization, 90 min. actives 0.79% (n = 370,000). activity, % at 10 µM;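 active means activity above about 14%, limit read from the data; passing the limit was not always enough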;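 further: 0% = DMSO wells with 35 nM protein and 100% = DMSO wells with 750 nM protein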
Target sequence (P20393 whole entry, looked up): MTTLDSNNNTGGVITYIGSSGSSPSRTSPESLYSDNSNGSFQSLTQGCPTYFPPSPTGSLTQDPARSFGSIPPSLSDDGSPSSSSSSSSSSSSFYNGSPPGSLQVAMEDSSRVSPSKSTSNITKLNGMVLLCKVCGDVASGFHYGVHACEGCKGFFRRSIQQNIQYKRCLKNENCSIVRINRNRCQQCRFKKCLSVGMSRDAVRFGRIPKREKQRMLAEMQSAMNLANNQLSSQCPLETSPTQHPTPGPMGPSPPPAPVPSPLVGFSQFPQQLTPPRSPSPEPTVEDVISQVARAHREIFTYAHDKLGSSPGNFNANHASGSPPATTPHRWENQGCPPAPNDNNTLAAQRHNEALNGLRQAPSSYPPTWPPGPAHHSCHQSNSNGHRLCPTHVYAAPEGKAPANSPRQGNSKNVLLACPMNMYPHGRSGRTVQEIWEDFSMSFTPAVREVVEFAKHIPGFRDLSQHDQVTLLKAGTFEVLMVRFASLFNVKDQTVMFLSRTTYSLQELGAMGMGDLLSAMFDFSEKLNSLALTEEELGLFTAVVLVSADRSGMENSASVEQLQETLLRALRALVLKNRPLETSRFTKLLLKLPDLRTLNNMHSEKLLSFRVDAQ
HTRA1 inhibitor – inhibitors of human serine peptidase HTRA1 | Q92743 | recombinant HTRA1, FP-rhodamine activity-based probe, fluorescence polarization | inhibition, % at 5.96 µM | actives 0.5% (n = 340,000) | AID 504803; in the data active means inhibition above about 36%;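 further: 0% = enzyme with DMSO and 100% = wells lacking enzyme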
Starred values were filed as active, the others as inactive. Only part of the results is shown, so the mix of outcomes need not match the whole.

Results for CCOc1ncccc1C(=O)Nc1ccc(OC)c(S(=O)(=O)N2CCOCC2)c1 ?
TDP2 absorb: 8; TCR-CD3 inh: -6; PG9 Ab binder: 0.1; rCAG binder: -6; LEDGF integ inh: -6; SIAE primary: 3; PRMT1 inh: 4; mABHD4 FP: 10; Rev-erbA mod: -6; HTRA1 inhibitor: -3

Results for COc1ccc2sc(C)nc2c1NC(C)=O ?
TDP2 absorb: -1; TCR-CD3 inh: 7; PG9 Ab binder: -0.1; rCAG binder: -1; LEDGF integ inh: 0; SIAE primary: 0; PRMT1 inh: -1; mABHD4 FP: 9; Rev-erbA mod: -8; HTRA1 inhibitor: 1

How did O=C1CCSc2c1ccc1ccccc21 do in these assays?
TDP2 absorb: -6; TCR-CD3 inh: -2; PG9 Ab binder: 2.4; rCAG binder: 1; LEDGF integ inh: -2; SIAE primary: -5; PRMT1 inh: 29*; mABHD4 FP: -9; Rev-erbA mod: 2; HTRA1 inhibitor: -1

What do the screens show for `CC1NC(=S)N(C2CCCCC2)C1=O` (stereo not given)?
TDP2 absorb: -4; TCR-CD3 inh: 0; PG9 Ab binder: 2.0; rCAG binder: -1; LEDGF integ inh: -1; SIAE primary: 4; PRMT1 inh: 3; mABHD4 FP: 4; Rev-erbA mod: 8; HTRA1 inhibitor: -1

How did COc1ccc(S(=O)(=O)N2CCC(C(=O)N3CCN(C)CC3)CC2)cc1Cl do in these assays?
TDP2 absorb: 2; TCR-CD3 inh: 3; PG9 Ab binder: 0.8; rCAG binder: -3; LEDGF integ inh: 4; SIAE primary: -3; PRMT1 inh: 0; mABHD4 FP: -4; Rev-erbA mod: -1; HTRA1 inhibitor: 5

How did O=S1(=O)[C@H]2C[C@@H]3C=C[C@@]2(CN1Cc1ccc(Cl)cc1)O3 do in these assays?
TDP2 absorb: -12; TCR-CD3 inh: 6; PG9 Ab binder: 0.3; rCAG binder: 0; LEDGF integ inh: 0; SIAE primary: 3; PRMT1 inh: -3; mABHD4 FP: 1; Rev-erbA mod: 4; HTRA1 inhibitor: 15

What do the screens show for `CC1(C)CC2(CCO1)N1CC3(C)CN2CC(C)(C1)C3=O` (stereo not given)?
TDP2 absorb: -7; TCR-CD3 inh: 1; PG9 Ab binder: 1.4; rCAG binder: 0; LEDGF integ inh: -9; SIAE primary: -3; PRMT1 inh: -4; mABHD4 FP: 1; Rev-erbA mod: -2; HTRA1 inhibitor: 2

How did CCOC(=O)/C=C(C)\C=C\c1c[nH]c2ccccc12 do in these assays?
TDP2 absorb: 3; TCR-CD3 inh: -1; PG9 Ab binder: 2.4; rCAG binder: 2; LEDGF integ inh: 3; SIAE primary: 8; PRMT1 inh: 0; mABHD4 FP: -1; Rev-erbA mod: -2; HTRA1 inhibitor: 7

How did Cc1ccc(-n2c(O)c(/C=N/Nc3ccc(S(=O)(=O)N4CCOCC4)cc3[N+](=O)[O-])c3ccccc3c2=O)c(C)c1 do in these assays?
TDP2 absorb: 5; TCR-CD3 inh: -8; PG9 Ab binder: -3.8; rCAG binder: 66*; LEDGF integ inh: 4; SIAE primary: 21*; PRMT1 inh: 2; mABHD4 FP: 26; Rev-erbA mod: 2; HTRA1 inhibitor: 48*

What do the screens show for `COc1ccc(S(=O)(=O)N(C)CC(=O)Nc2ccccc2SC)cc1Cl`?
TDP2 absorb: 4; TCR-CD3 inh: -5; PG9 Ab binder: -2.0; rCAG binder: -6; LEDGF integ inh: 4; SIAE primary: -2; PRMT1 inh: -2; mABHD4 FP: 5; Rev-erbA mod: 7; HTRA1 inhibitor: 2

How did Cc1cc2nn(-c3ccccc3)nc2cc1NC(=O)c1cccs1 do in these assays?
TDP2 absorb: 7; TCR-CD3 inh: 0; PG9 Ab binder: -0.8; rCAG binder: 1; LEDGF integ inh: 0; SIAE primary: -13; PRMT1 inh: -1; mABHD4 FP: -2; Rev-erbA mod: 6; HTRA1 inhibitor: -26

What do the screens show for `CCCCN(C(=O)c1ccc(S(=O)(=O)N2CCCC2)cc1)C1CCS(=O)(=O)C1` (stereo not given)?
TDP2 absorb: -8; TCR-CD3 inh: 0; PG9 Ab binder: -1.7; rCAG binder: -2; LEDGF integ inh: 2; SIAE primary: -1; PRMT1 inh: -2; mABHD4 FP: -7; Rev-erbA mod: 3; HTRA1 inhibitor: -2

How did CN(C)Cc1c(C(C)(C)O)[nH]c2cc(F)ccc12 do in these assays?
TDP2 absorb: -3; TCR-CD3 inh: 10; PG9 Ab binder: -1.1; rCAG binder: 2; LEDGF integ inh: -3; SIAE primary: 6; PRMT1 inh: -3; mABHD4 FP: 0; Rev-erbA mod: -3

How did CC1(C(=O)Nc2ccc3c(c2)OCCO3)CN(S(C)(=O)=O)CC(=O)N1Cc1cccs1 (stereo not given) do in these assays?
TDP2 absorb: 4; TCR-CD3 inh: -2; PG9 Ab binder: -0.7; rCAG binder: 4; LEDGF integ inh: -2; SIAE primary: 12; PRMT1 inh: 3; mABHD4 FP: 7; Rev-erbA mod: 0

What do the screens show for `CCOC(=O)c1sc(N(Cc2ccccc2)C(=O)CCl)nc1C`?
TDP2 absorb: 1; TCR-CD3 inh: -6; PG9 Ab binder: -0.8; rCAG binder: -8; LEDGF integ inh: -1; SIAE primary: -1; PRMT1 inh: 22*; mABHD4 FP: 2; Rev-erbA mod: -4; HTRA1 inhibitor: -6

Results for CC1CCCCN1c1ccc(N)cc1C(N)=O (stereo not given) ?
TDP2 absorb: 14; TCR-CD3 inh: 2; PG9 Ab binder: -1.8; rCAG binder: 0; LEDGF integ inh: -5; SIAE primary: 1; PRMT1 inh: -1; mABHD4 FP: 1; Rev-erbA mod: 0; HTRA1 inhibitor: -1

How did CC(OC(=O)c1cccn1C)C(=O)Nc1ccc2c(c1)OCO2 (stereo not given) do in these assays?
TDP2 absorb: -6; TCR-CD3 inh: 5; PG9 Ab binder: -0.7; rCAG binder: -1; LEDGF integ inh: -6; SIAE primary: -1; PRMT1 inh: 3; mABHD4 FP: 1; Rev-erbA mod: -8; HTRA1 inhibitor: 6

Results for Cc1ccc(N2CCN(S(=O)(=O)N3CCOCC3)CC2)cc1C ?
TDP2 absorb: -11; TCR-CD3 inh: 1; PG9 Ab binder: -1.0; rCAG binder: -6; LEDGF integ inh: -4; SIAE primary: 2; PRMT1 inh: 1; mABHD4 FP: 2; Rev-erbA mod: 0; HTRA1 inhibitor: 9

Results for O=C1CC(c2ccsc2)c2cc3c(cc2N1)OCCO3 (stereo not given) ?
TDP2 absorb: 7; TCR-CD3 inh: -4; PG9 Ab binder: -0.4; rCAG binder: -1; LEDGF integ inh: 2; SIAE primary: 5; PRMT1 inh: 3; mABHD4 FP: -3; Rev-erbA mod: -7; HTRA1 inhibitor: 0

What do the screens show for `CCOC(=O)c1cnn(-c2ccccc2)c1NC(=O)C(F)(F)C(F)(F)C(F)(F)F`?
TDP2 absorb: -4; TCR-CD3 inh: 3; PG9 Ab binder: -2.5; rCAG binder: 9; LEDGF integ inh: 0; SIAE primary: 9; PRMT1 inh: 3; mABHD4 FP: 4; Rev-erbA mod: -2; HTRA1 inhibitor: -3

What do the screens show for `CCN(CC(=O)Nc1ccc(NC(C)=O)cc1)C(=O)Cc1cccc2ccccc12`?
TDP2 absorb: 5; TCR-CD3 inh: -2; PG9 Ab binder: 1.3; rCAG binder: 2; LEDGF integ inh: 4; SIAE primary: 1; PRMT1 inh: -2; mABHD4 FP: -6; Rev-erbA mod: -5; HTRA1 inhibitor: -2

Results for Cc1ccc(C)c(NC(=S)NNC(=O)c2cc3c(s2)CCC(C)C3)c1 (stereo not given) ?
TDP2 absorb: -6; TCR-CD3 inh: -9; PG9 Ab binder: 0.4; rCAG binder: 31; LEDGF integ inh: 0; SIAE primary: 3; PRMT1 inh: -1; mABHD4 FP: 15; Rev-erbA mod: 1; HTRA1 inhibitor: -1

What do the screens show for `COC(=O)CSc1nnc(CNc2ccc(F)cc2)o1`?
TDP2 absorb: 6; TCR-CD3 inh: 5; PG9 Ab binder: -0.4; rCAG binder: -2; LEDGF integ inh: -1; SIAE primary: 9; PRMT1 inh: -1; mABHD4 FP: -5; Rev-erbA mod: -7; HTRA1 inhibitor: 4

What do the screens show for `COc1cc(C(=O)NCCOc2ccc(Cl)cc2)ccc1OCc1c(C)noc1C`?
TDP2 absorb: 9; TCR-CD3 inh: 1; PG9 Ab binder: -0.1; rCAG binder: 1; LEDGF integ inh: 3; SIAE primary: -6; PRMT1 inh: 2; mABHD4 FP: -3; Rev-erbA mod: 5; HTRA1 inhibitor: 0

Results for CCOc1ccc(NC(=O)Nc2nc3ccc(S(C)(=O)=O)cc3s2)cc1 ?
TDP2 absorb: 14; TCR-CD3 inh: 1; PG9 Ab binder: 14*; rCAG binder: 39*; LEDGF integ inh: 2; SIAE primary: 16; PRMT1 inh: 0; mABHD4 FP: 2; Rev-erbA mod: 10; HTRA1 inhibitor: 2

Results for COc1ccc(F)cc1-c1cc(C(=O)NCc2ccccc2)[nH]n1 ?
TDP2 absorb: -6; TCR-CD3 inh: 12; PG9 Ab binder: 0.0; rCAG binder: 2; LEDGF integ inh: 1; SIAE primary: -3; PRMT1 inh: 0; mABHD4 FP: 0; Rev-erbA mod: -9

Results for CCn1c(SCC(=O)N(C)c2ccccc2)nc2c([nH]c3ccccc32)c1=O ?
TDP2 absorb: 6; TCR-CD3 inh: 4; PG9 Ab binder: -1.6; rCAG binder: -3; LEDGF integ inh: 2; SIAE primary: 4; PRMT1 inh: 0; mABHD4 FP: 5; Rev-erbA mod: 0; HTRA1 inhibitor: -1

How did Cc1cc(NC(=S)NC(=O)c2ccccc2)ccc1-c1cc2ccccc2oc1=O do in these assays?
TDP2 absorb: -4; TCR-CD3 inh: -4; PG9 Ab binder: -0.8; rCAG binder: 3; LEDGF integ inh: 1; SIAE primary: -7; PRMT1 inh: 0; mABHD4 FP: 0; Rev-erbA mod: -8; HTRA1 inhibitor: 1

Results for CCOc1ccc(C(=O)Nc2ccc3c(c2)OCO3)cc1OCC ?
TDP2 absorb: 5; TCR-CD3 inh: -5; PG9 Ab binder: -0.3; rCAG binder: 0; LEDGF integ inh: 4; SIAE primary: -1; PRMT1 inh: 1; mABHD4 FP: -3; Rev-erbA mod: 0; HTRA1 inhibitor: -5

Reprinted at random: 2 compounds from above
What do the screens show for `COc1cc(C(=O)NCCOc2ccc(Cl)cc2)ccc1OCc1c(C)noc1C`?
TDP2 absorb: 9; TCR-CD3 inh: 1; PG9 Ab binder: -0.1; rCAG binder: 1; LEDGF integ inh: 3; SIAE primary: -6; PRMT1 inh: 2; mABHD4 FP: -3; Rev-erbA mod: 5; HTRA1 inhibitor: 0

Results for Cc1ccc(N2CCN(S(=O)(=O)N3CCOCC3)CC2)cc1C ?
TDP2 absorb: -11; TCR-CD3 inh: 1; PG9 Ab binder: -1.0; rCAG binder: -6; LEDGF integ inh: -4; SIAE primary: 2; PRMT1 inh: 1; mABHD4 FP: 2; Rev-erbA mod: 0; HTRA1 inhibitor: 9
